Screening results as filed in PubChem.
D3 ag: agonists of human D3 dopamine receptor | P35462 | D3R DiscoveRx beta-arrestin cells, luminescence, 90 min | max activation, % | hit rate 0.58% among 410,000; in the data active means max activation above about 30%; further: 0% is about no effect; mostly tested at two doses, the higher about 12 µM
Target sequence (P35462 whole entry, looked up): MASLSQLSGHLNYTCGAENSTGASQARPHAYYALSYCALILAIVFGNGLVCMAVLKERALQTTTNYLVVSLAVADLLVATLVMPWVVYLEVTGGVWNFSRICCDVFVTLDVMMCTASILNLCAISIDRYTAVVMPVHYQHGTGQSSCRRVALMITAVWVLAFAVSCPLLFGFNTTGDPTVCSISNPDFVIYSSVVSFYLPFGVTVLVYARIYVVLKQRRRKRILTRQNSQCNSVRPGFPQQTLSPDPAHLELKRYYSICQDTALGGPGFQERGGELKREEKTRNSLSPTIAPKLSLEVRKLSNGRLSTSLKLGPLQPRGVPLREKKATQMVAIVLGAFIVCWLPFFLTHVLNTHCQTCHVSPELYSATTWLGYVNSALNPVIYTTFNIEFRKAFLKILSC
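Agonist-mode cell screen: cells plated at 1500/well and incubated overnight at 37 °C, then exposed to library compounds for 90 min at 37 °C. Detection reagent was added for 30–60 min at room temperature, and luminescence was read.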
FUS yeast rescue: rescues growth of FUS-expressing yeast. S. cerevisiae FUS-expressing, growth rescue, OD600, 24 h. hit rate 0.24% among 390,000. Potency, µM (series often up to 76.6 µM), for inactives: top-dose growth rescue (activation), usual class: activators;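 further: potency means the concentration at half of the fitted maximal effect; plate controls were DMSO vehicle for no effect and reference control for full effect; nearly all actives have a fitted effect of over 55% in size; some results filed as inactive show a strong effect at the top dose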
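Yeast FUS proteinopathy model; galactose-induced FUS (2%), starting OD 0.005. Cpds in dilution series, 24hr, 30C, 99% humidity. Abs 600 nm growth. Pos ctrl CP55940 (top 92uM final); neg ctrl DMSO.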
EPAC2 ag: activates human EPAC2 exchange factor. hit rate 0.079% among 360,000. Potency, µM (top dose mostly 154 µM), without a hit: top-dose activation, hits mostly activators. AID 720711. EPAC2 activation, biochemical qHTS; response scale: 100% = 6.5 mM cAMP response; further: potency means the concentration at half of the fitted maximal effect; nearly all actives have a fitted effect of over 50% in size
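Each well held 100 nM EPAC2, 250 nM RAP1B-BODIPY-GDP and 50 uM GDP. Fluorescence, read at 5-min intervals to 30 min, was referenced to a 6.5 mM cAMP positive control.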
aSyn rescue: inhibitors of alpha-synuclein toxicity in yeast; Yeast expressing alpha-synuclein, growth rescue, BacTiter-Glo, 24 h; Potency, µM (top dose mostly 46.1 µM), for the others: at the top dose growth rescue (activation), most hits filed as activators; hit rate 0.14% among 370,000; AID 652106; further: potency means the concentration at half of the fitted maximal effect; % of control where 0% means no effect; nearly all actives have a fitted effect of over 65% in size
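Readout is rescue of growth in alpha-synuclein-expressing yeast, so inhibitors of toxicity appear as activators. Growth after 24 hr at 30 deg C in galactose medium is quantified by luminescence.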
EPAC2 antag: blocks human EPAC2 exchange factor | Q8WZA2 | EPAC2 GEF exchange of Rap1B-BODIPY-GDP, fluorescence | Potency, µM (highest dose often 114 µM), for the others: at the top dose activity, negative = inhibition, hits mostly inhibitors | hit rate 0.18% among 360,000; further: potency means the concentration at half of the fitted maximal effect; on the % scale 0 is the no-effect control and ±100 the full control effect; nearly all actives have a fitted effect of over 45% in size; many of its hits are not listed in these tables
TDP43 rescue: inhibitors of TDP-43 toxicity in yeast | TDP-43 expressing yeast growth rescue, BacTiter-Glo, 24 h | Potency, µM (highest dose often 46.1 µM), for inactives: at the top dose growth rescue (activation), actives largely listed as activators | hit rate 1.8% among 410,000 | AID 652104; further: potency means the concentration at half of the fitted maximal effect; % of control where 0% means no effect; nearly all actives have a fitted effect of over 50% in size
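Readout is BacTiter-Glo luminescence of cell growth, so inhibitors register as activators. TDP-43-expressing yeast at OD600=0.02 in galactose medium, after raffinose pregrowth to mid-log, were incubated with compound for 24 hr at 30 deg C.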
Abeta yeast res: compounds reversing amyloid beta toxicity in yeast; yeast expressing A-beta42, growth rescue, OD600, 48 h; response scale: 0% DMSO, 100% iron-clioquinol control; Potency, µM (titrated, usually from 46.1 µM), for the others: at the highest dose growth rescue, actives largely listed as activators; hit rate 0.063% among 410,000; AID 1347071; further: potency means the concentration at half of the fitted maximal effect; nearly all actives have a fitted effect of over 55% in size
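Yeast growth medium received pinned compounds, then yeast cells expressing toxic A-beta were added; plates incubated at 30 C for 48 hr. Growth read as absorbance at 600 nm, normalized to DMSO and equimolar FeCl3 plus clioquinol controls.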
D3 antag: D3 dopamine receptor (human) antagonism; D3R cells, DiscoveRx beta-arrestin luminescence, antagonist mode; stronger effect = lower value; max response, negative = inhibition, %; hit rate 2.5% among 360,000; in the data active means max response below about -50%; inconclusive means no clear call, values can overlap the other calls; further: on the % scale 0 is the no-effect control and ±100 the full control effect; mostly tested at two doses, the higher about 12 µM
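Cells plated overnight at 1500 cells/well, then exposed to library compounds with dopamine controls for 90 minutes at 37 degrees C. DiscoveRx reagent added for 30–60 minutes at room temperature; luminescence read, quantitative HTS format.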
The depositor's hits bear a star; [ ] = dose if it differs, or a comment. Unless noted, the call rests on the fitted dose curve; in most records, active means well fitted curve in the direction sought with a large enough effect; inconclusive means small, poorly fitted or top-dose-only effect, or another doubt; inactive means no such curve, though single readings can be large; an effect the other way counts as inactive or inconclusive. Not all compounds are listed; count on the stated rates, not on these rows.

O=C1CC(c2ccccc2)SC(N(c2ccccc2)c2ccccc2)=N1 (stereo unspecified) was read as D3 ag -5, FUS yeast rescue 10%, EPAC2 ag 22%, aSyn rescue -8%, EPAC2 antag -13%, TDP43 rescue 0%, Abeta yeast res -1% and D3 antag -24.
For CCN(CC)C(=O)C1=C(C)N(Cc2ccccc2)C(=O)C(CC(=O)NC2CCCC2)C1 (stereo unspecified) the results were D3 ag -5, FUS yeast rescue -2%, EPAC2 ag 14%, aSyn rescue -20%, EPAC2 antag 9%, TDP43 rescue -9%, Abeta yeast res 0% and D3 antag -7.
`CCCCN1CNC(=S)N(c2ccc(C(=O)OCC)cc2)C1` gave D3 ag 8, FUS yeast rescue 6%, EPAC2 ag 5%, aSyn rescue 4%, EPAC2 antag -1%, TDP43 rescue 10%, Abeta yeast res -10% and D3 antag 15.
`CCOc1ccc(NC(=O)Cn2c(=O)c(CNc3ccc(OC)cc3)cc3ccc(OC)cc32)cc1` gave D3 ag 3, FUS yeast rescue 33%, aSyn rescue 4%, TDP43 rescue 22% and Abeta yeast res -12%.
CC(c1nccs1)N(C)C(=O)CCc1nnc(Cc2c[nH]c3ccccc23)o1 (stereo unspecified) was read as D3 ag 0, FUS yeast rescue 1%, EPAC2 ag 7%, aSyn rescue 0%, EPAC2 antag 2%, TDP43 rescue 14%, Abeta yeast res 17% and D3 antag 5.
Screening COc1ccccc1-c1csc(Nc2ccc(Oc3ccccc3)cc2)n1 returned D3 ag 2, FUS yeast rescue 22%, EPAC2 ag 12%, aSyn rescue -7%, EPAC2 antag 7%, TDP43 rescue inconclusive, Abeta yeast res 7% and D3 antag 9.
For COc1cccc2cc(C(C)N(CCCN3CCOCC3)C(=S)Nc3c(C)cccc3C)oc12 (stereo unspecified) the results were D3 ag -12, FUS yeast rescue 23%, EPAC2 ag 11%, aSyn rescue 2%, EPAC2 antag inconclusive, TDP43 rescue -3%, Abeta yeast res 16% and D3 antag -22.
Screening CCS(=O)(=O)c1ccc2oc(Nc3ccc(C(C)C)cc3)nc2c1 returned D3 ag -8, FUS yeast rescue 20%, EPAC2 ag -2%, aSyn rescue -46%[inhibitor], EPAC2 antag 8%, TDP43 rescue 22%, Abeta yeast res -16% and D3 antag -14.
For CCOc1ccc(C(=O)N2CCN(S(=O)(=O)c3ccc4c(c3)OCCO4)CC2)cc1OCC the results were D3 ag -5, FUS yeast rescue 25%, EPAC2 ag 2%, aSyn rescue -3%, EPAC2 antag 15%, TDP43 rescue -17%, Abeta yeast res -11% and D3 antag 11.
For CCOc1ccc(NC(=O)c2cccnc2Cl)c([N+](=O)[O-])c1 the results were D3 ag 0, EPAC2 ag -8%, aSyn rescue 1%, EPAC2 antag 10%, TDP43 rescue inconclusive, Abeta yeast res 3% and D3 antag -8.
For COc1ccccc1NS(=O)(=O)c1ccc(C)c(C(=O)Nc2cc(C)on2)c1 the results were D3 ag 15, EPAC2 ag -10%, aSyn rescue 9%, EPAC2 antag 4%, TDP43 rescue 16%, Abeta yeast res 4% and D3 antag -16.
`COc1cc(C2c3c(-c4cc(C)ccc4O)n[nH]c3C(=O)N2CCCO)ccc1OCCC(C)C` (stereo unspecified) gave D3 ag 8, FUS yeast rescue 4%, TDP43 rescue 3% and Abeta yeast res 7%.
`Clc1ccc(CNC2CCCC2)c(Cl)c1` gave D3 ag -29, FUS yeast rescue -3%, EPAC2 ag 4%, aSyn rescue 2%, EPAC2 antag 23%, TDP43 rescue -27%, Abeta yeast res -25% and D3 antag inconclusive.
For C=CCn1c(SCCC)nc(O)cc1=O the results were D3 ag 3, FUS yeast rescue -5%, EPAC2 ag 9%, aSyn rescue 23%, EPAC2 antag 4%, TDP43 rescue -12%, Abeta yeast res 5% and D3 antag -17.
`Oc1ccc(C[C@H]2CN([C@@H](Cc3ccccc3)CN3CCC[C@@H]3CN3C(=S)NC[C@@H]3Cc3ccccc3)C(=S)N2CC2CCCCC2)cc1` gave D3 ag 5, FUS yeast rescue inconclusive, EPAC2 ag 6%, aSyn rescue -33%[inhibitor], EPAC2 antag 15%, TDP43 rescue 13%, Abeta yeast res 10% and D3 antag 13.

Entries from the list above containing four or more nitrogen atoms:
CC(c1nccs1)N(C)C(=O)CCc1nnc(Cc2c[nH]c3ccccc23)o1 (stereo unspecified) was read as D3 ag 0, FUS yeast rescue 1%, EPAC2 ag 7%, aSyn rescue 0%, EPAC2 antag 2%, TDP43 rescue 14%, Abeta yeast res 17% and D3 antag 5.
`Oc1ccc(C[C@H]2CN([C@@H](Cc3ccccc3)CN3CCC[C@@H]3CN3C(=S)NC[C@@H]3Cc3ccccc3)C(=S)N2CC2CCCCC2)cc1` gave D3 ag 5, FUS yeast rescue inconclusive, EPAC2 ag 6%, aSyn rescue -33%[inhibitor], EPAC2 antag 15%, TDP43 rescue 13%, Abeta yeast res 10% and D3 antag 13.

2 compounds picked at random from the list so far:
CC(c1nccs1)N(C)C(=O)CCc1nnc(Cc2c[nH]c3ccccc23)o1 (stereo unspecified) was read as D3 ag 0, FUS yeast rescue 1%, EPAC2 ag 7%, aSyn rescue 0%, EPAC2 antag 2%, TDP43 rescue 14%, Abeta yeast res 17% and D3 antag 5.
Screening CCS(=O)(=O)c1ccc2oc(Nc3ccc(C(C)C)cc3)nc2c1 returned D3 ag -8, FUS yeast rescue 20%, EPAC2 ag -2%, aSyn rescue -46%[inhibitor], EPAC2 antag 8%, TDP43 rescue 22%, Abeta yeast res -16% and D3 antag -14.

Following part:
COc1cc(NC(=O)c2cc(S(=O)(=O)N3CCCCC3)ccc2N2CCOCC2)cc(OC)c1OC was read as D3 ag 7, FUS yeast rescue 4%, EPAC2 ag -9%, aSyn rescue 0%, EPAC2 antag 1%, TDP43 rescue 3%, Abeta yeast res -4% and D3 antag 13.
`O=C1OCc2cc(NS(=O)(=O)c3cccs3)ccc21` gave D3 ag 13, FUS yeast rescue 6%, EPAC2 ag 5%, aSyn rescue -1%, EPAC2 antag 10%, TDP43 rescue -22%, Abeta yeast res 4% and D3 antag 16.
Screening CC(=O)N1c2ccc(S(=O)(=O)N3CCCC(C(=O)N4CCCC(C)C4)C3)cc2CC1C (stereo unspecified) returned D3 ag -3, FUS yeast rescue 9%, EPAC2 ag 3%, aSyn rescue -7%, EPAC2 antag 6%, TDP43 rescue -36%[inhibitor], Abeta yeast res -56%[inhibitor] and D3 antag 0.
`CC(=O)c1ccc(NC(=O)/C(=C\c2cccs2)NC(=O)c2ccco2)cc1` gave D3 ag 1, FUS yeast rescue 9%, EPAC2 ag 5%, aSyn rescue -2%, EPAC2 antag 4%, TDP43 rescue -4%, Abeta yeast res -7% and D3 antag -10.
Screening Cc1occc1C(=O)NNC(=O)C1CCCC1 returned D3 ag 1, FUS yeast rescue -2%, EPAC2 ag 6%, aSyn rescue 5%, EPAC2 antag 3%, TDP43 rescue 13%, Abeta yeast res 16% and D3 antag 6.
`CN(C)CCN(C(=O)c1cccs1)c1nc2cc3c(cc2s1)OCCO3` gave D3 ag -9, FUS yeast rescue 17%, EPAC2 ag -4%, aSyn rescue -1%, EPAC2 antag -18%, TDP43 rescue -10%, Abeta yeast res -4% and D3 antag -25.
C/C(=N/NC(=O)OC(C)(C)C)c1ccco1 was read as D3 ag 0, EPAC2 ag 3%, aSyn rescue 1%, EPAC2 antag 0%, TDP43 rescue 5%, Abeta yeast res 12% and D3 antag 1.
CCN1CCN(c2ccc(S(=O)(=O)N3CCOCC3)cc2NC(=O)c2ccc(Cl)s2)CC1 was read as D3 ag 4, FUS yeast rescue -6%, EPAC2 ag -8%, aSyn rescue 3%, EPAC2 antag 1%, TDP43 rescue 14%, Abeta yeast res 8% and D3 antag 1.
`CN(CCc1cnn(C)c1)C(=O)C1CCC(=O)N(CC2CCCCC2)C1` (stereo unspecified) gave D3 ag -3, FUS yeast rescue -8%, EPAC2 ag 8%, aSyn rescue -5%, EPAC2 antag 2%, TDP43 rescue 18%, Abeta yeast res 15% and D3 antag -7.
For CCc1ccc(NC2=NCC(=O)N2c2ccc3c(c2)OCCO3)cc1 the results were D3 ag -2, FUS yeast rescue 13%, EPAC2 ag 4%, aSyn rescue -11%, EPAC2 antag -2%, TDP43 rescue 10%, Abeta yeast res 0% and D3 antag -26.
For COCCn1nnnc1C(c1ccc(OC)cc1OC)N1CCN(c2ccccc2)CC1 (stereo unspecified) the results were D3 ag -15, FUS yeast rescue 3%, EPAC2 ag 6%, aSyn rescue -6%, EPAC2 antag -4%, TDP43 rescue -6%, Abeta yeast res -4% and D3 antag -5.
Screening C[C@@H]1CCCCO[C@H](CN(C)C(=O)Nc2ccc(C(F)(F)F)cc2)[C@@H](C)CN([C@H](C)CO)C(=O)c2cc(NC(=O)c3ccncc3)ccc2O1 returned D3 ag 5, FUS yeast rescue inconclusive, EPAC2 ag -9%, aSyn rescue -10%, EPAC2 antag -11%, TDP43 rescue 22%, Abeta yeast res -1% and D3 antag -10.
`CC(C)(C)NC(=O)C(c1ccncc1)n1c(=O)c(-c2ccco2)nc2ccccc21` (stereo unspecified) gave D3 ag 9, FUS yeast rescue 21%, EPAC2 ag -9%, aSyn rescue -1%, EPAC2 antag 3%, TDP43 rescue 11%, Abeta yeast res 5% and D3 antag 10.
Screening CC[C@@]1(C(=O)OC)N[C@H](CN(C)C(=O)Nc2ccc(F)cc2)[C@@H]2C(=O)N(C)C(=O)[C@@H]21 returned D3 ag 12, FUS yeast rescue -18%, EPAC2 ag -3%, aSyn rescue -9%, EPAC2 antag 4%, TDP43 rescue 0%, Abeta yeast res -12% and D3 antag -16.
COC(=O)c1cc(Br)c(=O)n(-c2ccc(F)cc2)c1 was read as D3 ag 4, FUS yeast rescue -10%, EPAC2 ag 6%, aSyn rescue -4%, EPAC2 antag 2%, TDP43 rescue -10%, Abeta yeast res 4% and D3 antag -1.
